# KLK5 inh: inhibitors of human kallikrein 5 | AID 873 | inhibition, % at 5 µM | recombinant hK5, fluorogenic AMC substrate cleavage | hit rate 0.59% among 210,000 | Q9Y337;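 active = inhibition of 40% or more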;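 note: 0% = enzyme controls without compound and 100% = no-enzyme blanks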
# KCC2 mod: modulates chloride dependent transport by human KCC2 | Q9H2X9 | KCC2 cells, thallium flux FluoZin-2 fluorescence | B-score of Tl+ flux slope (higher = more flux/activation; lower = inhibition) at 10 µM | hit rate 2.2% among 190,000 | AID 1456;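 active = thallium flux slope and its plate-corrected score both differing from the plate sample mean at a set confidence after two filtering rounds, in either direction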;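 note: slope of fluorescence scaled to starting intensity during 10 to 20 s after thallium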
# Rad51 HR inh: blocks human Rad51 in homologous recombination. hit rate 0.085% among 200,000. hRad51 DNA strand exchange, fluorescence dequenching. inhibition, % at 10 µM;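 active = inhibition above 40% at the single screening dose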;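 note: 0% = DMSO control wells and 100% = blanks with heterologous ssDNA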
#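 Test system: preformed human Rad51 ssDNA filaments. Compound dosing: single dose, 10 µM final compound. Incubation: filaments 15 min 37 °C, then compound 30 min. Technique: FRET fluorescence dequenching, excitation 485 nm, emission 520 nm. Read-out basis: percent inhibition from fluorescence, normalised to plate control and blank means. Benchmarks: plate controls and plate blanks.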
# FXIa inh 1536: inhibitors of human coagulation factor XIa. P03951. purified FXIa, Boc-Glu-Ala-Arg-AMC fluorogenic substrate. inhibition, % at 5 µM. hit rate 0.14% among 220,000. AID 798;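 active = inhibition of at least 40%; inactive = inhibition below 40%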;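 note: fluorescence of freed AMC excited at 355 nm; 0% = enzyme without compound and 100% = no enzyme blank; many of its hits are not listed in these tables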
# FXIIa inh 1536: inhibitors of human coagulation factor XIIa; purified FXIIa, Boc-QGR-AMC fluorogenic substrate, 2 h; inhibition, % at 5 µM; hit rate 0.3% among 220,000; P00748; AID 800; in the data active = inhibition above about 40%;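 note: 0% = enzyme with no compound and 100% = blank without enzyme; many of its hits are not listed in these tables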
# Thrombin inh: thrombin (human) inhibition; P00734; alpha-thrombin, Boc-VPR-AMC fluorogenic substrate cleavage; inhibition, % at 5 µM; hit rate 0.26% among 220,000;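 active = inhibition at or above 40%; inactive = inhibition below 40%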;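 note: 0% = enzyme with no compound and 100% = wells without enzyme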
#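 System: Human alpha-thrombin protein | Medium: pH 7.5 Tris (50 mM) with NaCl 150 mM, Tween 20 0.05% | Times: Enzyme reaction carried out at room temperature | Detection: AMC fluorescence, 355/460 nm | Evaluation: Percent inhibition scaled between no-compound controls and no-enzyme blanks | Benchmarks: Enzyme without compound as high, wells lacking enzyme as low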
# PERK inh: inhibitors of human PERK kinase; Q9NZJ5; CHO PERK-DD fusion, SEAP luminescence translation reporter; inhibition, % at 5.6 µM; hit rate 0.17% among 220,000;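 active = inhibition above the mean inhibition of all tested compounds plus 3 SD, set separately per screening campaign, cut at about 2.9% in these data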;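 note: PERK kinase domain activated by AP20187 dimerizer at 100 nM; 0% = DMSO with dimerizer and 100% = rapamycin at 8.4 µM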
# Target sequence (Q9NZJ5 whole entry, looked up, the tested form may be a part): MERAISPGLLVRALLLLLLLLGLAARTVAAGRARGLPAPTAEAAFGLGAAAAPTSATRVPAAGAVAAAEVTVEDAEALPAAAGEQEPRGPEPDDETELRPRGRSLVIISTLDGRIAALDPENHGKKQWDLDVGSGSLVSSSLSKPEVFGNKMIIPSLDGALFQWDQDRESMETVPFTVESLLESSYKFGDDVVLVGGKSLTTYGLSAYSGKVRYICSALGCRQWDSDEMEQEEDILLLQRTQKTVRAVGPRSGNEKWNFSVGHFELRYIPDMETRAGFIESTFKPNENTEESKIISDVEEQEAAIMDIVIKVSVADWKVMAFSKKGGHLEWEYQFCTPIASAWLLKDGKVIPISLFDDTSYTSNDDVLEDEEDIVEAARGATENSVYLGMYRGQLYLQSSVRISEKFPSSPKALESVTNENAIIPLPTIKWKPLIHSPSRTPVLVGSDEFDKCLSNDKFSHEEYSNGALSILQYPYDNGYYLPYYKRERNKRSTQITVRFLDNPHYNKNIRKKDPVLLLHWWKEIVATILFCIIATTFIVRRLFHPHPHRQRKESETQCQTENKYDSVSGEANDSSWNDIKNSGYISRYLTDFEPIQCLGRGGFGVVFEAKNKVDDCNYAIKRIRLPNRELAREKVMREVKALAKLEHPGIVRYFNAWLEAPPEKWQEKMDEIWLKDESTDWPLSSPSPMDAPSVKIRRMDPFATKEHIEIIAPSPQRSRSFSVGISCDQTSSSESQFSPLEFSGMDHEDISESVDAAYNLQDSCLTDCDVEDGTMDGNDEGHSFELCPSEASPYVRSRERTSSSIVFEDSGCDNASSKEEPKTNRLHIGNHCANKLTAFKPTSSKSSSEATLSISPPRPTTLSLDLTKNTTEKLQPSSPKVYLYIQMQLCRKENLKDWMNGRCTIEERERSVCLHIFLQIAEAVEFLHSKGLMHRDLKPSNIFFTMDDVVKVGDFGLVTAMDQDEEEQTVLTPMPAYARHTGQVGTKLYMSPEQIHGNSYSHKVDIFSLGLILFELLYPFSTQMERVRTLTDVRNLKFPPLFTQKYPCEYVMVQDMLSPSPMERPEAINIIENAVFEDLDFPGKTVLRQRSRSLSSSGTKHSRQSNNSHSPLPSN
# Furin inh: human furin inhibition; P09958; purified furin, fluorogenic substrate cleavage; inhibition, % at 30 µM; hit rate 0.061% among 220,000; AID 463115; in the data active = inhibition above about 25%; note: inactives centre near -15
# Calpain2 inh: blocks pig calpain II enzyme activity | purified calpain II, fluorogenic peptide substrate, 30 min | hit rate 0.37% among 220,000 | AID 1236 | inhibition, % at 16 µM;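 active = inhibition above about 50%, limit read from the data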
# * marks the source's active call; other numbers are inactive results; . = not tested or not shown; [ ] = remark or other dose.
SMILES,KLK5 inh,KCC2 mod,Rad51 HR inh,FXIa inh 1536,FXIIa inh 1536,Thrombin inh,PERK inh,Furin inh,Calpain2 inh
CCCCOc1c(C(=O)Nc2ccccc2)nnn1-c1ccccc1,-4.7,.,.,6.6,11.3,1.7,0.6,-19.7,0.7
O=C1/C(=C/c2cccs2)SC(=S)N1c1ccccc1,33.0,0.862,-3.7,7.8,11.4,2.2,0.6,-5.6[20 µM],-11.4
Cc1ccc(NC(=O)c2cc(-c3ccco3)nc3ccccc23)cc1S(=O)(=O)N1CCOCC1,-4.8,0.161,0.6,4.0,5.3,-0.1,-0.6,-22.7,-181.0
Cn1c(=O)[nH]c(=O)c2c1nc(Br)n2CCCc1ccccc1,3.8,1.33,.,4.4,8.2,1.4,0.8,-16.9[20 µM],-16.1
Cc1ccc(S(=O)(=O)N2CCN(CC(=O)NC3CCCc4ccccc43)CC2)cc1C (centres undefined),-30.5,-0.0859,2.3,0.9,-3.3,1.7,-1.1,-9.7[20 µM],-18.5
Clc1nc(Oc2ccccc2)nc(-c2cn(-c3ccccc3)c3ccccc23)n1,-4.7,0.197,17.9,-0.5,5.7,-2.7,-0.3,-13.6,-140.1
COC(=O)c1cccc(NC(=O)CSc2nnc(C)n2C)c1,-2.1,1.24,-14.4,-5.8,7.2,-1.6,0.2,-14.1,-26.4
CCCCNC(=O)c1onc(CSc2ccccc2)c1C(=O)O,-13.8,0.218,-5.7,-1.5,8.4,1.2,1.8,-1.0[20 µM],-25.6
Cc1onc(-c2ccccc2Cl)c1C(=O)Nc1ccccc1C(N)=O,-10.1,-0.907,5.1,2.5,21.1,5.6,-1.2,-11.4,-1.3
Cc1onc(-c2ccccc2Cl)c1C(=O)NCc1ccco1,-22.3,0.156,-2.3,-8.3,-5.1,-4.3,0.1,-20.0,-67.0
CNc1oc(-c2ccccc2Cl)nc1C#N,-9.0,.,7.7,1.5,12.6,-0.1,-0.6,-2.9,-52.7
C/C=C/c1ccc(OCCCn2cncn2)c(OC)c1,3.4,0.216,.,10.8,19.8,6.7,0.9,-32.2[20 µM],-7.0

# A draw from above in order of formula weight, lowest first.
SMILES,KLK5 inh,KCC2 mod,Rad51 HR inh,FXIa inh 1536,FXIIa inh 1536,Thrombin inh,PERK inh,Furin inh,Calpain2 inh
C/C=C/c1ccc(OCCCn2cncn2)c(OC)c1,3.4,0.216,.,10.8,19.8,6.7,0.9,-32.2[20 µM],-7.0
O=C1/C(=C/c2cccs2)SC(=S)N1c1ccccc1,33.0,0.862,-3.7,7.8,11.4,2.2,0.6,-5.6[20 µM],-11.4
COC(=O)c1cccc(NC(=O)CSc2nnc(C)n2C)c1,-2.1,1.24,-14.4,-5.8,7.2,-1.6,0.2,-14.1,-26.4
CCCCOc1c(C(=O)Nc2ccccc2)nnn1-c1ccccc1,-4.7,.,.,6.6,11.3,1.7,0.6,-19.7,0.7
Cc1ccc(S(=O)(=O)N2CCN(CC(=O)NC3CCCc4ccccc43)CC2)cc1C (centres undefined),-30.5,-0.0859,2.3,0.9,-3.3,1.7,-1.1,-9.7[20 µM],-18.5

# The list goes on:
SMILES,KLK5 inh,KCC2 mod,Rad51 HR inh,FXIa inh 1536,FXIIa inh 1536,Thrombin inh,PERK inh,Furin inh,Calpain2 inh
Cc1ccc(-c2csc(NC(=S)NC(=O)c3ccco3)n2)cc1,-4.8,32.3*,-29.6,10.4,18.0,2.5,1.1,-26.6,57.4*
COc1cccc(CC(=O)N2CCN(c3ccccc3[N+](=O)[O-])CC2)c1,-8.1,0.583,-9.1,-9.3,-1.4,-27.1,0.4,-9.9,-1.4
O/N=C1\CC/C(=N\O)c2nn(-c3ccccc3Cl)nc21,-13.8,0.404,0.1,-1.7,16.2,-11.6,0.0,-18.0,-12.1
O=C(Nc1ccc(N2CCCC2)c(Cl)c1)c1ccc(Br)o1,-14.3,-0.232,-5.2,-5.3,1.8,0.8,-0.6,-9.8,-32.1
COc1ccc(C2C(C#N)=C(N)Oc3cc(C)[nH]c(=O)c32)c(OC)c1OC (centres undefined),-4.7,.,-3.6,2.7,8.9,-1.3,0.7,-3.3[20 µM],-7.6
C=CCC1(O)C(=O)N2C(=C1C(=O)OCC)c1ccc3ccccc3c1CC2(C)C (centres undefined),2.9,-0.0518,.,8.2,7.4,5.0,-0.2,0.1[20 µM],25.8
O=C(NCCCn1ncc2ccccc21)c1cc(COc2c(F)cccc2F)on1,3.0,-5.94*,14.1,1.3,10.0,-11.9,0.5,-2.2,10.7
CCCC1=C(C(=O)OCC)C(c2cccnc2)n2nc(C)nc2N1 (centres undefined),-3.7,-0.309,-8.3,-4.3,1.1,-7.4,-2.0,-4.6,14.0
NNC(=O)c1cc(-c2ccc(O)cc2)nc2ccc(Br)cc12,11.6,.,-9.3,5.4,9.3,20.0,-0.2,0.6,24.2
O=C(Nc1cc([N+](=O)[O-])ccc1F)C1CC1,-6.6,-0.64,4.0,-5.0,0.1,-7.9,0.0,-17.9,13.9
Cc1ccc([N+](=O)[O-])cc1N1C(=O)CS/C1=N\NC(=O)c1cccnc1,0.7,1.48,-18.6,-1.6,3.3,-9.5,-0.2,-12.0,5.3
COc1cc(C(=O)NCC(=O)OCCN2C(=O)c3ccccc3C2=O)cc(OC)c1OC,-18.6,1.07,2.2,0.7,2.7,2.8,0.0,-23.9,-31.0
CCn1c(SCC(=O)Nc2cc(S(=O)(=O)N3CCOCC3)ccc2OC)nnc1-c1ccncc1,0.8,-0.476,-7.2,-2.0,.,0.8,0.4,-31.4,-41.5
Cc1cc(NC(=S)N(Cc2ccc(Cl)cc2)Cc2ccc(C(=O)O)cc2)ccc1Cl,-3.1,-0.623,-17.0,-1.4,7.9,-14.7,0.6,-7.3,-45.4
Cc1ccc(C(=O)N[C@H](C(=O)OCC(=O)c2ccc[nH]2)C(C)C)cc1,-11.9,-0.0137,10.7,1.8,7.6,-5.2,0.3,-14.5,-5.5
Cc1nc(SCC(=O)Nc2c(C)n(C)n(-c3ccccc3)c2=O)n[nH]1,2.0,1.12,-6.8,-6.0,3.1,-1.8,1.0,-27.1[20 µM],18.8
CCOc1ccc(N(CC)S(=O)(=O)c2ccc3c(c2)n(C)c(=O)c(=O)n3C)cc1,-14.2,-0.654,-7.0,1.9,8.9,-4.1,0.4,-7.1,-36.4
Cc1ccc(CSc2ccc3nnc(-c4ccccn4)n3n2)cc1,-4.1,-2.34,7.1,-6.5,-1.4,-16.1,0.1,-15.9,-3.1
CCc1ccc(Nc2cc(C)nc3nc(C)nn23)cc1,20.0,-0.0375,.,5.2,9.3,-1.6,0.1,-12.8,16.7
CC(C)Cn1cnc2c1c(=O)n(CC(=O)N(C)C)c(=O)n2Cc1ccccc1,-3.4,0.0887,2.9,-7.7,6.8,-6.3,-0.8,-24.2,-2.2
C=CCNC(=O)c1onc(CSc2ccc(F)c(F)c2)c1C(=O)O,-25.5,2.02,-1.2,2.5,9.5,-5.3,3.1*,-8.5[20 µM],5.8
Cn1c(=O)n(CC(=O)N2CCN(c3nnc(-c4ccccc4)c4ccccc34)CC2)c2ccccc21,-20.8,-0.0241,-3.5,9.0,5.9,7.0,-0.7,-21.0[20 µM],-3.9
CN(CC(=O)NC1CCCc2ccccc21)S(=O)(=O)c1ccc2c(c1)c(=O)n(C)c(=O)n2C (centres undefined),2.1,-0.023,10.3,-11.0,1.5,-4.9,0.6,-14.1,20.4
COc1ccc(CC(=O)Nc2ccc(-c3noc(-c4cc(OC)c(OC)c(OC)c4)n3)cc2)cc1,-27.2,.,-7.0,-8.8,-5.1,-4.5,0.2,-4.4[20 µM],17.7
CN(C(=O)c1cc2nc(-c3ccco3)cc(C(F)(F)F)n2n1)C1CCCCC1,-11.3,0.00807,1.4,-3.3,5.2,-2.5,0.6,-20.7,-92.9
Cc1ccc(-c2nnc(SCC(=O)Nc3ccccc3F)o2)cc1,-24.5,.,-3.5,-5.7,-1.5,-8.3,0.1,-8.2,-8.5
CC(C)COC(=O)N1CCCC1C(=O)Nc1nccs1 (centres undefined),0.8,0.363,-7.7,2.5,0.8,1.4,0.1,-30.3,17.7
CCCNC(=O)NNC(=O)c1ccc(F)cc1,-1.1,0.0571,.,-2.2,6.5,-7.6,0.2,-19.1,-14.3
C=C1C(=O)C=C[C@]2(C)C[C@@H]3OC(=O)[C@](C)(O)[C@H]3C[C@@H]12,-0.2,-0.35,-3.1,0.8,10.1,-0.9,.,-29.3,-27.4
CCSc1ncnc2sc3c(c12)CCC3,-16.4,0.932,-0.9,-3.3,12.8,3.2,0.9,-24.8[20 µM],-49.5
Cc1cnc(NC(=O)CCN2C(=O)C3CCCCC3C2=O)s1 (centres undefined),-0.7,0.54,6.9,2.8,12.8,-3.0,-0.2,-24.5,13.7
CCOC(=O)C1=C(C)NC(C)=C(C(=O)OCC)C1C(=O)OC1CCOC1=O (centres undefined),0.4,0.659,3.7,0.0,2.4,-0.8,0.1,-27.1[20 µM],-60.5
CCOc1ccc2oc(C(=O)OC(C(=O)NC(N)=O)C(C)C)c(C)c2c1 (centres undefined),14.1,-1.12,-1.8,-3.6,0.2,-5.5,1.4,-17.4,-65.6
CCc1ccc(CNCc2cccs2)cc1,1.9,-0.217,-1.4,-2.2,11.2,-2.6,1.3,-28.8,-21.8
O=C(CCl)Nc1cn(-c2ccccc2)nc1-c1ccccc1,2.7,0.924,8.2,7.9,11.8,9.9,-0.5,-2.3,9.3
O=C(Nc1ccccc1-c1ccccc1)NC1CCN(C(=O)N2CCOCC2)CC1,-9.4,-0.000376,1.4,0.4,10.5,15.5,-0.4,-25.7[20 µM],8.5
COC(=O)C1=C(C)N=C2SCCC(=O)N2C1c1ccc(OC(=O)c2ccco2)cc1 (centres undefined),-0.6,-0.306,0.5,2.6,9.8,0.7,-0.1,-7.5[20 µM],20.1
CCCCCCC[C@H](N)[C@H](O)C(=O)N(C)[C@@H](CCS(C)=O)C(=O)N[C@@H](Cc1ccc(O)cc1)C(=O)N[C@@H](Cc1ccc(O)cc1)C(=O)O (some centres undefined),2.8,0.537,13.8,20.7,6.2,-2.0,.,-4.1,6.8
O=c1oc2ccccc2c(O)c1Cc1cc(Cl)c2cccnc2c1O,-22.0,2.79,.,0.7,0.7,-9.8,1.3,-11.2,10.8
O=C(CCCN1C(=O)CCC1=O)Nc1ccc(Br)cc1F,61.5*,-1.17,0.3,-0.8,16.0,10.2,0.4,-11.0[20 µM],6.2
COc1ccc2[nH]c(=O)c(CN(CCc3ccccc3)Cc3nnnn3CC3CCCO3)cc2c1 (centres undefined),-27.3,0.0905,-3.8,-3.2,-6.4,2.9,-0.5,-1.3,-55.0
CC(C)c1ccc(OCC(O)Cn2cnc3ccccc32)cc1 (centres undefined),1.3,.,-2.3,0.2,2.1,0.7,0.1,-16.2,-2.3
COc1ccc(N2CCN(C(=O)c3ccc(-n4nc(C)cc4C)cc3)CC2)cc1,-2.3,-0.413,-4.8,5.7,17.4,0.7,-1.2,11.2[20 µM],-39.4
COc1ccc(C(=O)Nc2cc(OC)cc(OC)c2)cc1,-1.8,.,6.2,-6.1,5.8,-1.4,-0.5,-18.6,-27.8
COc1cccc(C(=O)NCC(=O)n2nc(C)cc2C)c1,-18.4,-0.0503,-0.1,-4.7,6.5,-1.6,0.3,-12.2,13.9
CN1CCN(c2nc(-c3ccccc3)nc(-c3ccc(F)cc3)c2C#N)CC1,5.8,0.948,-55.9,1.2,8.2,0.0,0.6,-26.3,-44.7

# Screening data from PubChem BioAssay.

# This is a subset; rates above refer to the full screens.
